Assay outcomes (PubChem)
hIAP inh – human IAP inhibition; inhibition, % at 10 µM; P09923; 0.12% of 330,000 active; purified IAP, CDP-Star luminescence, 30 min;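 active = inhibition reaching a set limit with compound at 10 µM in the primary screen, cut at about 35% in these data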;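 note: plate controls were DMSO wells with enzyme for no effect and no-enzyme buffer wells for full effect; values of inactives mirror those of a sister screen read the other way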
Target sequence (P09923 whole entry, looked up): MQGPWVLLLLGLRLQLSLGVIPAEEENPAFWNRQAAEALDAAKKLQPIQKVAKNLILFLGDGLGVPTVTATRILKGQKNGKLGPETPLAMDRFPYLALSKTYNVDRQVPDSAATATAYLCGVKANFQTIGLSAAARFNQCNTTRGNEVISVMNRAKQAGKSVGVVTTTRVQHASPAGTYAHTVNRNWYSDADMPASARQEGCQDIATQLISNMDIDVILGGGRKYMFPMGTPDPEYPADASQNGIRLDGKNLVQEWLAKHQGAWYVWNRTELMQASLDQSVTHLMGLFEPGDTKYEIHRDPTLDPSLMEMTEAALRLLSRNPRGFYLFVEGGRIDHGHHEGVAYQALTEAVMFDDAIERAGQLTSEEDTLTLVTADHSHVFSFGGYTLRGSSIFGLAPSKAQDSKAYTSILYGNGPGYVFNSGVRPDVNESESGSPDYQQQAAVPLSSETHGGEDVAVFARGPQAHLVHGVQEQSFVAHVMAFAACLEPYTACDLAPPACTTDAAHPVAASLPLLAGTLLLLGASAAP
NALP3 yeast inh – blocks the NALP3 inflammasome reconstituted in yeast; AID 2825; Yeast reconstituted NLRP3/ASC/caspase-1, beta-gal luminescence, 24 h; inhibition, % at 10 µM; 0.39% of 330,000 active;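 active = inhibition of 50% or more; inactive = inhibition below 50%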;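 note: plate controls were induced DMSO wells for no effect and uninduced yeast grown without galactose for full effect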
mIAP activ – increases mouse intestinal alkaline phosphatase activity. muIAP, CDP-Star luminescence, 30 min; stronger effect = higher value; 1 = vehicle-only enzyme signal, 0 = enzyme-free wells. activation factor at 10 µM. 0.24% of 330,000 active;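 active = activation factor of at least 2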; note: the source names both 10 and 20 µM as test concentration; values of inactives mirror those of a sister screen read the other way
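System: mouse IAP enzyme. Reagent: CDP-Star chemiluminescent phosphatase substrate. Benchmarks: DMSO wells, no-enzyme wells. Times: 30 min enzyme-substrate-compound incubation at room temperature. Detection: luminescence from enzymatic CDP-Star hydrolysis. Doses: test compounds delivered from DMSO solution.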
mIAP block – blocks mouse intestinal alkaline phosphatase | purified mouse IAP, CDP-Star luminescence, 30 min | inhibition, % at 10 µM | 0.2% of 330,000 active | AID 2806;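 active = inhibition of at least 40% at 10 µM in the primary screen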;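 note: plate controls were DMSO with enzyme for no effect and no enzyme wells for full effect; values of inactives mirror those of a sister screen read the other way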
ATG4B inhibitor – blocks human ATG4B protease cleavage of LC3 substrate. ATG4B cleavage of LC3-PLA2, NBD-HPC fluorescence, 1 h. 0.51% of 340,000 active. Q9Y4P1. inhibition, % at 8.33 µM. AID 504462; in the data active = inhibition above about 40%
Target sequence (Q9Y4P1 whole entry, looked up): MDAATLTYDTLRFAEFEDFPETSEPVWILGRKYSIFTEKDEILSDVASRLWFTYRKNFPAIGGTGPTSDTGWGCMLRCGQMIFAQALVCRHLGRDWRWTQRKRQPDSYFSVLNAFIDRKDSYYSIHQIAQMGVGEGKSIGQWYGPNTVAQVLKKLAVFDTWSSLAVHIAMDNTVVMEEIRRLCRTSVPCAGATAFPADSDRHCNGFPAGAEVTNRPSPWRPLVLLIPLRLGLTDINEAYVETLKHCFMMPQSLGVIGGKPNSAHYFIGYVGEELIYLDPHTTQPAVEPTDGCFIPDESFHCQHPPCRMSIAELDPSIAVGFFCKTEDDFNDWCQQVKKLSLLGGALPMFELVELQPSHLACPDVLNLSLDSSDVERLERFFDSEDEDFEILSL
Apaf-1 inh – blocks human Apaf-1 apoptosome activity; AID 489030; O14727; 0.71% of 330,000 active; inhibition, % at 20 µM; reconstituted apoptosome caspase-3 activity, DEVD-Rh110 fluorescence; active = inhibition of at least 40% at 20 µM;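 note: plate controls were DMSO wells for no effect and DEVD-CHO caspase inhibitor wells for full effect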
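System: Apoptosome proteins | Medium: Hepes pH 7.5 with detergent and BSA | Also added: Cytochrome c trigger plus (Z-DEVD)2-Rh110 caspase-3 substrate | Incubation: 30 min compound preincubation, 50 min activation, room temperature | Detection: Rhodamine 110 fluorescence at Ex 480/Em 540 nm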
tim10-1 inh – tim10-1 yeast growth inhibition; S. cerevisiae tim10-1 ts strain growth, BacTiter-Glo, 24 h; inhibition, % at 20 µM; 2.2% of 330,000 active;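 active = inhibition of at least 40%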;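 note: mutant grown at 25 °C; 0% = DMSO wells with yeast and 100% = wells holding no yeast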
hIAP act – increases human intestinal alkaline phosphatase activity. purified human IAP, CDP-Star luminescence, 30 min; stronger effect = higher value; 1 = vehicle-only enzyme, 0 = enzyme-free background. 0.16% of 330,000 active. P09923. activation factor at 10 µM. AID 2524;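 active = activation factor of the enzyme at least 2-fold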; note: the source names both 10 and 20 µM as test concentration; values of inactives mirror those of a sister screen read the other way
TIM10 inh – growth inhibitors of TIM10 yeast strain; S. cerevisiae TIM10 strain growth, BacTiter-Glo luminescence, 24 h; inhibition, % at 10 µM; 1.4% of 330,000 active; AID 463195;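 active = inhibition of 40% or more at the single tested concentration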;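 note: wild-type TIM10 isogenic control strain grown at permissive 25 °C; 0% = DMSO yeast wells and 100% = minimal medium wells without yeast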
Starred values were filed as active, the others as inactive.

SMILES	hIAP inh	NALP3 yeast inh	mIAP activ	mIAP block	ATG4B inhibitor	Apaf-1 inh	tim10-1 inh	hIAP act	TIM10 inh
O=C(COC(=O)c1ccco1)Nc1ccc(Cl)cn1	-23.9	5.9	1.11	-11.2	7.8	12.8	2.9	1.24	1.7
CCOC(=O)CSc1nc2ccccc2c(=O)n1CC1CCCO1 (stereo not given)	4.8	30.7	1.04	-3.7	0.1	-5.0	20.7	0.952	18.4
COC(=O)CN1C(=S)N(C)C(=O)/C1=C/c1cccs1	-1.6	8.6	0.995	0.5	9.1	2.7	26.9	1.02	23.1
CCN(Cc1ccccc1)C(=O)C1CCN(CC2CC=CCC2)CC1 (stereo not given)	-21.7	1.6	0.854	14.6	28.8	-1.0	4.9	1.22	-16.0
O=C(CN1C(=O)NC2(CCCCCCC2)C1=O)NCc1ccc(Cl)cc1	-5.4	9.2	1.05	-4.6	-5.3	1.8	-20.3	1.05	-8.3
CC(/C=C/c1ccco1)=N\NC(=O)c1cc(C)[nH]n1	-22.4	-11.9	0.591	40.9*	1.0	2.9	8.5	1.22	5.6
O=C(COc1ccc2ccccc2c1)N1CCNCC1	-7.3	10.4	0.952	4.8	12.0	3.7	-5.7	1.07	-3.1
O=C(c1ccccc1)n1ccc(-c2cccs2)n1	9.2	11.6	1.06	-5.7	-5.4	-9.1	-11.7	0.908	-1.6
CC1CC(C)CN(C(=O)COC(=O)c2ccc(S(=O)(=O)N(C)c3ccccc3)cc2)C1 (stereo not given)	24.2	34.2	0.913	8.7	5.2	13.3	-0.5	0.758	21.7
CCc1ccc(-c2nn(-c3ccccc3C)cc2C(=O)N2CCN(C3CCS(=O)(=O)C3)CC2)cc1 (stereo not given)	5.0	17.9	1.05	-5.2	-4.6	7.3	-2.3	0.95	6.1
COc1cccc(N2C(=O)C3CCCN3C2=S)c1 (stereo not given)	-6.4	-12.5	1.01	-0.9	0.2	4.2	3.4	1.06	-15.1
COc1cccc(C(=O)NCCS(=O)(=O)N2CCOCC2)c1	0.5	6.7	1.12	-12.2	-1.8	0.1	1.2	0.995	-5.3
COc1ccc(C(=O)Nc2sc(C)c(C)c2CN2CC(C)OC(C)C2)cc1 (stereo not given)	-9.3	-5.2	1.05	-4.8	4.2	-4.2	6.9	1.09	11.0
N#CCSc1nnc(-c2ccc(F)cc2)n1N	-5.4	5.6	1.03	-3.2	-1.6	7.4	-12.3	1.05	-12.3
COc1ccccc1N1CCN(/N=C/c2cccc(O)c2)CC1	-1.2	18.9	0.979	2.1	1.3	3.8	17.7	1.01	7.7
FC(F)(F)C1CC(c2cccs2)Nc2ncnn21 (stereo not given)	-8.6	8.6	1.09	-8.6	0.3	1.0	-18.7	1.09	-7.3
COC(=O)C1=C(C)N(C)C(=O)NC1c1ccsc1 (stereo not given)	12.4	14.4	1.01	-0.7	-3.8	-3.1	4.5	0.876	7.8
Cc1ccc(S(=O)(=O)Cc2ccc(C(=O)N3CCN(c4ccc(F)cc4)CC3)o2)cc1	-9.4	1.1	1.09	-9.0	-1.1	14.8	25.0	1.09	5.8
COCCOC(=O)C1=C(C)NC(=O)NC1c1c(OC)ncnc1OC (stereo not given)	3.8	-4.1	1	-0.3	-2.8	2.0	5.3	0.962	-9.1
COc1ccc(OC)c(CCNC(=O)c2ccc3c(=O)[nH]c4c(C(=O)NC(C)C)sc(=S)n4c3c2)c1	22.0	9.5	0.836	16.4	-10.3	11.5	21.5	0.78	21.1
COc1ccccc1NC(=S)N1CCN(c2ncccn2)CC1	7.6	6.5	0.955	4.5	4.3	22.1	-14.2	0.924	95.5*
CC(CNC(=S)Nc1cc(F)cc(F)c1)CSc1ccc(Cl)cc1 (stereo not given)	-22.0	24.0	3.19*	-218.8	46.5*	1.5	13.8	1.22	24.2
O=c1oc2ccccc2cc1-c1nc(-c2cccs2)cs1	22.1	12.2	0.855	14.5	33.1	-1.3	10.0	0.779	14.6
COc1ccc(CCC(=O)Nc2ccc(C)c([N+](=O)[O-])c2)cc1	3.1	43.9	0.934	6.6	-10.1	2.9	0.5	0.969	-16.2
NC(=O)CC(NC(=O)Cc1cccc2ccccc12)c1ccc(NC2CCCCCC2)c([N+](=O)[O-])c1 (stereo not given)	6.1	20.0	0.816	18.4	13.0	4.5	10.1	0.939	6.6
COc1ccccc1N1CCN(C(=O)CCSCc2ccccc2F)CC1	6.1	13.2	1.04	-4.3	4.1	13.4	21.4	0.939	28.9
Cc1nc(SCC(=O)NCc2ccco2)[nH]c(=O)c1C	0.8	10.8	1.05	-4.9	-9.7	-14.9	17.4	0.992	10.2
O=C(N/N=C/c1ccccc1O)c1cccc(C(F)(F)F)c1	-64.2	-0.3	0.879	12.1	1.4	-4.4	8.0	1.64	25.2
CCc1nc2cccnc2n1-c1ccc(CC(=O)O)cc1	9.0	-15.3	1.02	-2.5	1.8	-1.6	2.1	0.91	8.9
Oc1cc(NCCc2cccnc2)cc2cccnc12	-25.7	18.0	0.899	10.1	-2.6	56.0*	31.6	1.26	10.4

12 of the compounds above, with bars between the fields:
Compound | hIAP inh | NALP3 yeast inh | mIAP activ | mIAP block | ATG4B inhibitor | Apaf-1 inh | tim10-1 inh | hIAP act | TIM10 inh
COCCOC(=O)C1=C(C)NC(=O)NC1c1c(OC)ncnc1OC (stereo not given) | 3.8 | -4.1 | 1 | -0.3 | -2.8 | 2.0 | 5.3 | 0.962 | -9.1
COc1ccc(OC)c(CCNC(=O)c2ccc3c(=O)[nH]c4c(C(=O)NC(C)C)sc(=S)n4c3c2)c1 | 22.0 | 9.5 | 0.836 | 16.4 | -10.3 | 11.5 | 21.5 | 0.78 | 21.1
COc1ccccc1NC(=S)N1CCN(c2ncccn2)CC1 | 7.6 | 6.5 | 0.955 | 4.5 | 4.3 | 22.1 | -14.2 | 0.924 | 95.5*
CC(CNC(=S)Nc1cc(F)cc(F)c1)CSc1ccc(Cl)cc1 (stereo not given) | -22.0 | 24.0 | 3.19* | -218.8 | 46.5* | 1.5 | 13.8 | 1.22 | 24.2
O=c1oc2ccccc2cc1-c1nc(-c2cccs2)cs1 | 22.1 | 12.2 | 0.855 | 14.5 | 33.1 | -1.3 | 10.0 | 0.779 | 14.6
COc1ccc(CCC(=O)Nc2ccc(C)c([N+](=O)[O-])c2)cc1 | 3.1 | 43.9 | 0.934 | 6.6 | -10.1 | 2.9 | 0.5 | 0.969 | -16.2
NC(=O)CC(NC(=O)Cc1cccc2ccccc12)c1ccc(NC2CCCCCC2)c([N+](=O)[O-])c1 (stereo not given) | 6.1 | 20.0 | 0.816 | 18.4 | 13.0 | 4.5 | 10.1 | 0.939 | 6.6
COc1ccccc1N1CCN(C(=O)CCSCc2ccccc2F)CC1 | 6.1 | 13.2 | 1.04 | -4.3 | 4.1 | 13.4 | 21.4 | 0.939 | 28.9
Cc1nc(SCC(=O)NCc2ccco2)[nH]c(=O)c1C | 0.8 | 10.8 | 1.05 | -4.9 | -9.7 | -14.9 | 17.4 | 0.992 | 10.2
O=C(N/N=C/c1ccccc1O)c1cccc(C(F)(F)F)c1 | -64.2 | -0.3 | 0.879 | 12.1 | 1.4 | -4.4 | 8.0 | 1.64 | 25.2
CCc1nc2cccnc2n1-c1ccc(CC(=O)O)cc1 | 9.0 | -15.3 | 1.02 | -2.5 | 1.8 | -1.6 | 2.1 | 0.91 | 8.9
Oc1cc(NCCc2cccnc2)cc2cccnc12 | -25.7 | 18.0 | 0.899 | 10.1 | -2.6 | 56.0* | 31.6 | 1.26 | 10.4

Following part.
SMILES	hIAP inh	NALP3 yeast inh	mIAP activ	mIAP block	ATG4B inhibitor	Apaf-1 inh	tim10-1 inh	hIAP act	TIM10 inh
O=C(NCc1ccc2c(c1)OCO2)c1ccc2c(c1)OCO2	-9.1	6.1	1.1	-10.4	6.5	-13.9	-5.3	1.09	-19.6
CCOc1ccccc1CNC(=O)c1ccccc1NC(=O)C1=CSCCO1	-2.2	17.0	0.983	1.7	4.7	4.7	1.3	1.02	22.1
C=C(C)CN(CC)c1nc(N)c(C#N)c(CC#N)c1C#N	0.0	4.1	1.08	-8.0	-8.6	4.9	16.4	1	1.6
O=C(CCc1ccc(S(=O)(=O)N2CCOCC2)cc1)NCCc1ccccn1	-5.2	3.0	0.994	0.6	-3.5	3.3	12.2	1.05	-5.3
O=C(N1CCN(c2ccc(F)cc2)CC1)C1(c2cccs2)CCOCC1	1.4	2.1	1.12	-12.4	4.0	6.1	16.7	0.986	15.8
COc1cccc(/C=C/C(=O)NNC(=O)c2ccco2)c1OC	-48.2	-0.5	0.907	9.3	-2.3	-1.7	9.9	1.48	5.5
Cc1cc(N2C(=O)Cc3ccccc3C2=O)ccc1C(C)C	-21.7	0.3	0.961	3.9	34.5	22.9	13.9	1.22	13.4
CCC1=Nc2cc(C(=O)NCCN3CCOCC3)ccc2Sc2ccc(C)cc21	0.9	15.6	1.04	-4.4	2.8	9.0	-7.4	0.991	9.8
COc1ccc2nc(C(C)O)[nH]c2c1 (stereo not given)	1.5	-15.5	0.976	2.4	-2.4	5.1	5.4	0.985	0.8
O=C(/C=C/c1ccco1)Oc1ccc(C(=S)N2CCOCC2)cc1	12.0	7.5	0.939	6.1	0.6	-2.1	32.2	0.88	8.0
O=C(OCC(=O)N1CCN(c2cccc(Cl)c2)CC1)c1ccco1	27.4	22.8	0.982	1.8	-13.5	1.6	-3.1	0.726	-8.0
N#Cc1cn(CC(=O)NCc2cccnc2)c2ccccc12	-30.0	14.0	1.06	-6.4	4.6	-13.3	-10.7	1.3	-7.4
NS(=O)(=O)c1cccc(NC(=O)COC(=O)Cc2ccc(Cl)cc2)c1	-8.8	5.9	0.969	3.1	-2.3	-5.1	-5.2	1.09	1.9
Cc1[nH]n(-c2ccc(Br)cc2)c(=O)c1/C=N/NC(=O)c1ccccc1	-36.9	16.5	0.899	10.1	0.6	15.9	-42.2	1.37	-66.5
CC1(C)Cc2c(c(-c3ccccc3)nc(N3CCCC3)c2C(N)=O)CO1	10.2	-0.8	0.944	5.6	-6.5	-4.0	11.0	0.898	12.2
CCOc1ccc(Cc2c(Cl)nc(SC)nc2N(C)C)cc1	-2.5	13.9	1.05	-4.6	-1.6	3.2	6.1	1.02	17.5
CCCC(=O)Nc1nc(-c2ccc3c(c2)CCN3S(C)(=O)=O)cs1	14.8	-2.0	0.913	8.7	-17.1	7.3	18.5	0.852	22.3
NS(=O)(=O)c1ccc(N=Nc2c(O)c(C(=O)O)cc3ccccc23)cc1	21.5	15.0	0.799	20.1	-2.0	28.0	30.0	0.785	7.9
Cc1c(C(=O)OC2CCCCC2)[nH]c2c1C(=O)CC(C)(C)C2	5.0	36.3	0.983	1.7	-6.0	8.6	-6.6	0.949	96.4*
COc1ccc(NC(=O)c2sc(-c3ccccc3)nc2C)c(OC)c1	-1.7	11.6	1.01	-1.4	-11.6	14.2	18.0	1.02	3.2
Cc1ccc(Cl)cc1N1CCN(S(=O)(=O)c2ccc3c(c2)oc(=O)n3C)CC1	0.3	14.3	0.982	1.8	-12.9	4.1	22.1	0.997	25.0
